Source: PubChem BioAssay (several laboratories)
TbMetRS inhib = T. brucei MetRS inhibitors, primary screen, biochemical, luminescence; purified T. brucei MetRS, ATP depletion, Kinase-Glo luminescence; inhibition, % at 11.9 µM; 0.4% of 360,000 active;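 active = inhibition above a per-plate cutoff of the control wells' mean inhibition plus 3 SD, cut at about 5.5% in these data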;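 also: 0% = DMSO wells median and 100% = median of wells with control inhibitor compound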
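assay system = parasite MetRS enzyme | timing = 15 min preincubation, 2 h reaction, all 25 °C | evaluation = percent inhibition relative to median high and low control wells | medium = HEPES buffer containing pyrophosphatase, BSA, spermine, DTT | compound = single dose, 11.9 µM final nominal, 0.9% final DMSO | detection = Kinase-Glo luminescence, ATP depletion format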
E coli Lon inh = inhibitors of E. coli Lon protease, primary screen, biochemical, fluorescence polarization; P0A9M0; purified E. coli Lon protease; inhibition, % at 7.94 µM; 0.42% of 360,000 active; AID 602123, 2011; in the data active = inhibition above about 13%, passing the limit was not always enough;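 also: 0% = enzyme with probe and DMSO and 100% = no enzyme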
CendR NRP1 mod = modulators of CendR peptide binding to NRP-1, primary screen, biochemical, fluorescence polarization, uHTS. inhibition, % at 25 µM. FAM-RPARPAR peptide binding to NRP-1. 0.85% of 360,000 active;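 active = inhibition or corrected inhibition above about 18%, plus a signal ratio from 0.5 to 1.5, limit read from the data, passing the limit was not always enough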; also: strong numbers were not always called active
SKN-1 inh = suppressors of acrylamide-induced Pgst-4::GFP reporter in worms, primary screen, SKN-1 inhibitor project, whole organism, uHTS, GFP/RFP fluorescence ratio, strain VP596; C. elegans VP596 Pgst-4::GFP/RFP ratio, 24 h; inhibition, % at 21.8 µM; 0.49% of 360,000 active;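 active = interference check ratio from 0.5 to 1.5 plus GFP to RFP signal ratio inhibition reaching or exceeding a fixed threshold, cut at about 30% in these data, passing the limit was not always enough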; also: some compounds called inactive have numbers as strong as hits
MT1-MMP act inh = blockers of MT1-MMP proenzyme processing, primary screen, HT1080 RFP-PRO-GFP cells, GFP/RFP fluorescence; GFP/RFP ratio fluorescence, overnight; percent of plate control window, DMSO zero; Matrix metalloproteinase-14 (Homo sapiens), P50281; 0.061% of 360,000 active; GFP/RFP ratio change, % at 20 µM;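 active = GFP/RFP ratio change of at least 30% with cell ATP level not reduced by more than half and red fluorescence within 50% of control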; also: strong numbers were not always called active
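Read-out: GFP/RFP fluorescence ratio; Test system: RFP-PRO-GFP reporter HT1080 cells; Compound dosing: single-point 20 µM compound, 1% DMSO; Times: overnight compound exposure at 37 °C.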
MsrA inhibitor = bovine MsrA enzyme inhibitors, primary screen, biochemical, absorbance, HTS; AID 651718, 2012; 0.75% of 360,000 active; inhibition, % at 15.5 µM; purified bovine MsrA, absorbance read-out; Methionine sulfoxide reductase A (Bos taurus); in the data active = inhibition above about 4.5%;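 also: 0% = vehicle wells with enzyme and 100% = reference inhibitor wells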
bovine MsrA act = bovine MsrA enzyme activators, primary screen, biochemical, absorbance, HTS. activation, % at 10.6 µM. 0.3% of 360,000 active. Methionine sulfoxide reductase A (Bos taurus). purified bovine MsrA, absorbance read-out; in the data active = activation above about 7.5%;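 also: 0% = vehicle and 100% = reference activator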
FAS-TE inh = FAS thioesterase domain inhibitors, primary screen, biochemical, fluorescence intensity, uHTS. Fatty acid synthase (Homo sapiens), P49327. recombinant FAS-TE, OMFH fluorogenic substrate, fluorescence endpoint. inhibition, % at 15 µM. 0.67% of 360,000 active. AID 602261, 2012;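 active = compounds whose normalised, plate-corrected inhibition of enzyme fluorescence in the single-dose primary screen is 50% or more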;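 also: 0% = DMSO with enzyme and 100% = substrate without enzyme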
PABP1 MLLE inh = inhibitors of PABP1 MLLE–PAM2 peptide binding, primary screen, biochemical, fluorescence polarization, FITC-PAM2, GST-MLLE; Polyadenylate-binding protein 1 (Homo sapiens), P11940; inhibition, % at 20 µM; 0.36% of 360,000 active; AID 588489, 2011; in the data active = inhibition above about 35%, passing the limit was not always enough;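 also: plate controls were DMSO wells with GST-MLLE for no effect and wells lacking GST-MLLE protein for full effect; some results filed as inactive read as strong as hits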
* hit, by the source's call; · = not tested or not shown.

SMILES	TbMetRS inhib	E coli Lon inh	CendR NRP1 mod	SKN-1 inh	MT1-MMP act inh	MsrA inhibitor	bovine MsrA act	FAS-TE inh	PABP1 MLLE inh
Nc1nc2ccc(Cc3ccncc3)cc2s1	0.1	1	5	16	-4	-0.2	-1	-2	16
CCc1ccc(NC(=O)Cc2c(C(=O)O)n(C)c3ccccc23)cc1	0.6	6	-6	18	-11	1.9	-1	2	-7
CCOc1nc(NC(=O)NC(=O)c2ccccc2)nc(-c2ccccc2)n1	-1.3	3	3	5	4	-1.1	-10	-9	-7
Cc1ccccc1C(=O)Nc1ccc2nc3n(c(=O)c2c1)CCC3	-0.4	-3	6	15	6	-0.1	-2	1	0
CCOc1ccccc1NS(=O)(=O)c1ccc2[nH]c(=O)[nH]c2c1	0.2	6	1	0	-1	-1.1	-6	-7	13
CCOc1cc(/C=N/NC(=O)CN(CCc2ccccc2)S(=O)(=O)c2ccc(NC(C)=O)cc2)ccc1O	0.2	2	-3	2	-3	1.1	-1	3	2
Cc1cccc(C(=O)Nc2ccnc(-c3cccnc3)n2)c1	-0.5	-9	10	-6	0	-0.9	-5	-1	-2
CN(c1cccc(NC(=O)CCSc2ccccc2)c1)S(C)(=O)=O	-0.1	7	17	8	3	0.5	0	0	-5
CCOC(=O)c1sc(C)c(C(=O)NC2CCCCC2)c1N	-0.6	-9	-4	15	-1	0.1	-7	-1	2
CC(=O)Nc1ccc(Nc2nc(-c3sc(NC(C)=O)nc3C)cs2)cc1	-1.0	-5	14	4	-6	0.9	-4	2	7
N#CC(C#N)=C1C=CC=CN1/C(=C\c1ccco1)C(=O)c1ccc(Cl)cc1	0.0	11	-7	-2	-26	1.8	-15	12	-16
CCOc1cc(C(=O)OCC(=O)c2cc(C)n(CC3CCCO3)c2C)ccc1OCC(=O)N1CCOCC1 (stereo not given)	-0.2	-1	5	-6	3	-1.6	-3	-4	-4
CCOC(=O)c1[nH]c2ccccc2c1NC(=O)CC(C)(C)C	0.1	-3	8	1	-2	-0.3	0	-6	1
COc1ccccc1CC(=O)Nc1ccc(O)cc1C(=O)O	0.2	0	-5	18	3	1.3	-5	-5	-10
CC1(C)CC(=O)C=C(c2ccc(COC(=O)/C=C/c3ccccc3)cc2)C1=O	0.0	2	-9	-4	-1	0.2	-1	28	-8
COc1cccc(NC(=O)CN(C)C(=O)C23CC4CC(CC(Cl)(C4)C2)C3)c1	-0.6	4	33*	6	3	-0.4	-4	18	-3
O=C(NC(Cc1ccccc1)C(=O)O)NC12CC3CC(CC(C3)C1)C2 (stereo not given)	-0.2	-9	-4	8	4	-1.3	-1	-3	-2
CSC1=C(C#N)C(c2sccc2C)CC(=O)N1 (stereo not given)	-0.4	2	8	-1	-3	0.2	-10	2	-6
COc1cc(C=NC2CCCCC2)ccc1O	0.1	-2	-8	3	4	4.0	0	-9	-1
O=c1c2c3c(sc2nc2sc(C4CC4)nn12)CCCC3	0.0	-2	-10	-12	-2	·	0	-12	-5

With a hit mark in CendR NRP1 mod, of those listed so far:
SMILES | TbMetRS inhib | E coli Lon inh | CendR NRP1 mod | SKN-1 inh | MT1-MMP act inh | MsrA inhibitor | bovine MsrA act | PABP1 MLLE inh
COc1cccc(NC(=O)CN(C)C(=O)C23CC4CC(CC(Cl)(C4)C2)C3)c1 | -0.6 | 4 | 33* | 6 | 3 | -0.4 | -4 | -3

Going on with the list.
SMILES	TbMetRS inhib	E coli Lon inh	CendR NRP1 mod	SKN-1 inh	MT1-MMP act inh	MsrA inhibitor	bovine MsrA act	FAS-TE inh	PABP1 MLLE inh
Cc1c(Cl)cccc1NC(=O)CNC(=O)CCCc1nc2ccccc2c(=O)[nH]1	-0.4	2	7	-6	0	-1.0	-11	1	-50
COc1cc(/C=N/Nc2ccccn2)ccc1O	-0.3	-4	-7	-1	-4	3.6	-4	-4	-10
Cc1ccc(C)c(NC(=O)Nn2cnnc2)c1	-0.4	-16	-8	2	-3	0.2	-11	-6	-6
CC1CCCC(C)N1C(=O)COC(=O)COc1ccc(C#N)cc1 (stereo not given)	-0.3	-10	-10	0	2	0.4	-7	-2	-1
CC(=O)Nc1cccc(C(=O)Nc2cccc(S(=O)(=O)NCc3ccco3)c2)c1	-0.5	3	-3	11	4	1.0	-3	0	-4
COCCNCCCCOc1ccc(C)cc1[N+](=O)[O-]	-0.6	-2	3	2	6	0.4	-5	-15	-15
CC(=O)c1cccc(N=Cc2c(O)c3ccccc3oc2=O)c1	-0.7	-10	-13	24	-7	-1.2	-3	0	-10
CC(C)(C)c1nc2ccccc2c2nnc(SCC(=O)NCc3ccco3)n12	-0.8	-5	-6	-1	-1	0.4	-9	-12	-87
O=C(c1ccccc1)c1c[nH]c(C(=O)NCc2cccnc2)c1	-0.6	-7	-2	-11	-1	-0.8	-4	-6	-10
COc1cc(SC)ccc1C(=O)OCC(=O)NC1CCCC1	-0.4	8	17	-12	1	1.0	-1	-3	7
COc1cccc(CCNC(=O)CCc2nnc(Cc3cc(OC)ccc3OC)o2)c1	-0.2	-8	2	0	1	-0.9	0	-4	-8
CN1CCN(c2ccc(S(=O)(=O)Nc3ccccc3)cc2[N+](=O)[O-])CC1	0.1	-1	10	7	6	3.1	-3	-7	4
Cn1c(SCC(=O)Nc2ccc(NC(=O)c3cccc(F)c3)cc2)nnc1-c1ccncc1	-0.4	2	1	3	0	0.7	-6	-6	8
CC1=Nn2c(nnc2-c2cc(-c3ccccc3)n[nH]2)SC1	-1.6	-5	2	2	-4	-0.3	-2	-6	-117
CN1CCN(S(=O)(=O)Cc2ccccc2Cl)CC1	-0.1	23	-1	-10	-6	0.7	-3	-6	-6
COC(=O)[C@H](CC(C)C)NC(=O)N1CCN(c2cccc(C(F)(F)F)c2)CC1	-0.8	-1	8	-1	7	-0.3	0	0	-10
OCC[C@H]1C[C@@H](O)[C@H](O)[C@]2(CCCO2)O1	0.0	-6	-5	18	-9	-0.1	-2	-16	2
CC(=O)C1=C(c2ccccc2)NC(=O)NC1c1ccccc1 (stereo not given)	0.0	1	-1	13	2	2.5	-4	-4	4
CN(C(=O)c1ccc(NC(=O)Cc2cccc(NC(=O)C3CCN(C(=O)c4ccccc4)CC3)c2)cc1)C1CC1	-1.1	2	-6	-6	0	1.2	-7	-10	3
COCCNC(=O)C1(C)CCCN(C(=O)c2ccc3ccccc3c2)C1 (stereo not given)	-0.2	-6	4	9	-1	-1.0	-3	-11	-11

In the list so far, these contain fluorine.
SMILES	TbMetRS inhib	E coli Lon inh	CendR NRP1 mod	SKN-1 inh	MT1-MMP act inh	MsrA inhibitor	bovine MsrA act	FAS-TE inh	PABP1 MLLE inh
Cn1c(SCC(=O)Nc2ccc(NC(=O)c3cccc(F)c3)cc2)nnc1-c1ccncc1	-0.4	2	1	3	0	0.7	-6	-6	8
COC(=O)[C@H](CC(C)C)NC(=O)N1CCN(c2cccc(C(F)(F)F)c2)CC1	-0.8	-1	8	-1	7	-0.3	0	0	-10

Next section:
SMILES	TbMetRS inhib	E coli Lon inh	CendR NRP1 mod	SKN-1 inh	MT1-MMP act inh	MsrA inhibitor	bovine MsrA act	FAS-TE inh	PABP1 MLLE inh
C/C(=N\NC(=O)C(N)=O)c1cccc([N+](=O)[O-])c1	-0.1	11	10	12	-1	1.2	-4	-5	-7
c1ccc(-c2noc(C3CCCCC3)n2)nc1	-0.3	1	4	1	-5	0.8	-2	-6	3
O=C(O)Cc1ccc(C(=O)CSc2ccccc2)s1	0.9	0	-10	5	-1	0.9	-5	-3	10
Nc1cc(=O)[nH]c(SCC(=O)Nc2cc(S(=O)(=O)N3CCCCCC3)ccc2Cl)n1	0.2	6	-4	5	4	0.7	-8	-12	4
CN(C)c1cccc2c(S(=O)(=O)N3CCOCC3)cccc12	-0.3	-5	8	8	6	1.0	-4	-3	8
Cn1c2ccccc2c2nnc(SCC(N)=O)nc21	-1.5	5	2	-25	2	2.4	-12	-10	5
CC(C(=O)NC1=NCCS1)(C(F)(F)F)C(F)(F)F	0.0	-3	0	-8	17	0.1	-9	-7	-2
Cc1cc(C)n(-c2cccc(C(=O)O)c2)n1	-0.8	-14	-12	4	3	0.4	-3	-3	-6
Cc1nc2c(C)cccn2c(=O)c1NC(=O)c1ccco1	-0.4	2	-1	5	0	3.9	-4	-9	12
COc1ccc(C(=O)N/C(=C\c2ccco2)C(=O)OCc2ccco2)cc1	-0.7	4	-16	10	-3	2.2	-7	3	2
Cc1oc2cc3oc(=O)c(CC(=O)NCCC(=O)O)c(C)c3cc2c1C	-2.2	10	-2	2	3	0.2	-12	-7	-2
CC(C)CC1NC(=O)N(CC(=O)c2ccc3c(c2)OCCO3)C1=O (stereo not given)	-1.2	2	-6	-8	-5	0.1	-14	14	-2
CCCN1CCC(NC(=S)Nc2ccc(OC)c(OC)c2)CC1	-0.4	11	5	-10	-1	1.5	-1	-5	8
COc1ccc(C(=O)NCc2cn3ccccc3n2)cc1	-0.2	-1	-3	26	2	-0.5	0	-3	-7
Cc1ccc(C)c(S(=O)(=O)N2CCN(C(=O)CNC(=O)c3ccc4ccccc4c3)CC2)c1	-0.2	8	6	-14	1	-0.1	-3	12	6
CC1(C)CC(=O)C(C=NCCN2CCN(C(=S)Nc3ccccc3)CC2)=C(O)C1	0.1	-5	-1	-9	-2	-0.6	-1	-6	-48
CO/C([O-])=N/c1c[n+](-c2ccc(Cl)cc2)no1	0.7	-2	4	-8	2	-0.9	-2	-1	-25
CCOC(=O)C(Oc1ccc(=O)[nH]n1)C(C)=O (stereo not given)	-1.3	-3	-4	-25	1	0.3	-6	-9	7
CC(=O)c1ccc(N2CCN(CC(=O)Nc3cc(C)on3)CC2)cc1	-0.5	3	-11	-6	-4	2.1	-5	-3	6
Cn1ccnc1Sc1nc2c(c(=O)n(C)c(=O)n2C)n1C	-0.4	1	-12	9	4	0.7	-2	-9	10
CC[C@@]1(C(=O)OC)N[C@H](CN(C)S(=O)(=O)c2ccc(-c3ccccc3)cc2)[C@@H]2C(=O)N(Cc3ccccc3)C(=O)[C@@H]21	-0.1	10	4	2	-1	0.6	-2	33	7
O=C(O)/C=C/C(=O)N(Cc1ccccc1)Cc1ccco1	-0.2	5	-4	8	-1	-0.8	-3	-11	6
Cc1ccc(NC(=O)[C@@H]2O[C@H](CO)[C@H](O)[C@H](O)[C@H]2O)cc1C(F)(F)F	0.2	1	-12	-7	-1	-0.5	-6	-13	4
Cc1ccc(/C=N/N2CCN(C3c4ccccc4-c4ccccc43)CC2)o1	-0.3	4	4	7	4	0.3	-4	20	-1
CC(=O)c1ccc(-c2ccc(C(=O)NC3CCCCCC3)o2)cc1	0.2	-8	8	-10	0	-0.1	-1	-7	5
Cc1oncc1C(=O)NC1CCCCC1	-0.5	-9	1	-4	1	0.4	0	-4	-8
O=C(OCC(=O)N1CCc2ccccc2C1)c1c(F)cccc1Cl	0.3	2	8	12	-1	-0.7	-1	12	0
CC(C)OC(=O)Cn1nnc(-c2ccccc2)n1	-0.1	3	5	-2	-12	-0.4	-3	-6	8
COc1cccc(CNC(=O)C2CCN(S(=O)(=O)c3ccc(C)cc3)CC2)c1	-0.3	11	2	6	0	-0.9	-3	3	11
